Bioassay records: PubChem BioAssay, several laboratories
Peg3 promoter: Peg3 promoter-driven luciferase inhibitors, primary screen, cell-based, HeLa, luciferase luminescence | inhibition, % at 20 µM | HeLa PEG-Prom luciferase reporter, overnight | 360,000 tested, 1.7% active;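 active = inhibition of at least 50% at 20 µM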
hiPSC survival: enhancers of single-cell hiPSC survival, primary screen, ATPlite luminescence. 100% = ROCK inhibitor wells, 0% = DMSO. survival enhancement, % at 20 µM. 360,000 tested, 0.044% active; in the data active = survival enhancement above about 18%;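 note: cells exposed to compounds for 16 hours before the ATP read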
TWEAK Fn14 block: inhibitors of TWEAK-Fn14 signaling, primary screen, luciferase reporter cells, uHTS; TWEAK-stimulated Fn14 reporter cells, luciferase luminescence, 8 h; inhibition, % at 10 µM; 360,000 tested, 2% active; in the data active = inhibition above about 50%
CF NFkB block: inhibitors of PAF-induced NF-kB signaling, primary screen, cell-based, GFP fluorescence, uHTS; inhibition, % at 5 µM; 360,000 tested, 0.86% active; KKLEB NF-kB-GFP reporter, GFP fluorescence overnight;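 active = at least 50% inhibition at 5 µM, scaled per plate between neutral and stimulator controls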;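 note: PAF is a Pseudomonas aeruginosa culture filtrate used as stimulus; plate controls were PAF-stimulated DMSO wells for no effect and unstimulated DMSO wells for full effect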
MITF TRPM1 inh: inhibitors of MITF-dependent TRPM1 promoter reporter, primary screen, cell-based, SK-MEL-5, single point, luciferase; SK-MEL-5 TRPM1 promoter luciferase, 24 h; inhibition, % at 12.5 µM; 330,000 tested, 0.83% active;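 active = mean inhibition across replicates of 60% or more, whatever share of single replicates reaches that level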; note: values of inactives mirror those of a sister screen read the other way
Shn3 inh set2: reduction of Shn3 3'UTR firefly luciferase signal, primary screen, Schnurri-3 inhibitor project, cell-based, Clone20 osteoblasts, set 2 | Clone20 osteoblast Shn3 3'UTR firefly luciferase, 24 h | inhibition, % at 12.5 µM | 360,000 tested, 0.52% active;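 active = mean inhibition of at least 75% with every replicate also reaching 75%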;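 note: 0% = median of neutral control wells and 100% = pilot-screen positive control compound; some compounds past the cut are filed as inactive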
NR2E3 ag-1: inhibitors of NR2E3-RetCOR corepressor binding, primary screen, NR2E3 agonist project, biochemical, TR-FRET, GST-NR2E3, biotin-RetCOR; 1536-well; inhibition of corepressor binding, % at 4.78 µM; 320,000 tested, 0.12% active; AID 2300, 2010;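 active = percent inhibition above the cutoff of mean plus 3 SD of all tested compounds, set per screening campaign, cut at about 20% in these data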;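 note: 0% = DMSO wells and 100% = biotin wells as full block of FRET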
Target sequence (Q9Y5X4 whole entry, looked up): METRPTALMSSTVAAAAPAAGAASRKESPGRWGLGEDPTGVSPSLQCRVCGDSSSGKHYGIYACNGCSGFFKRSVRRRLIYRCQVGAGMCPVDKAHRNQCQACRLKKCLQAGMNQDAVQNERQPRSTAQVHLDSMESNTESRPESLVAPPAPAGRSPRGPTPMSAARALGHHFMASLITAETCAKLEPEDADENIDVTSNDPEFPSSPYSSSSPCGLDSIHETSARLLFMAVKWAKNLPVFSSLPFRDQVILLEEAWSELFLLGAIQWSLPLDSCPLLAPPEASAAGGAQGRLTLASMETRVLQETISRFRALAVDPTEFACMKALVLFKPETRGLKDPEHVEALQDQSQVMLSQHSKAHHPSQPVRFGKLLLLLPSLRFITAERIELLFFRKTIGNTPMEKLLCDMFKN
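System: GST-tagged NR2E3 plus biotinylated RetCOR corepressor; Buffer or medium: pH 7.5 Tris-based buffer; Probe or stimulus: RetCOR corepressor, biotinylated, 7 nM; Doses: compound at 4.8 µM, single dose; Schedule: 5 h incubation at 4 °C; Technique: time-resolved FRET; Evaluation: percent inhibition of TR-FRET ratio; Replication: one well per compound, singlicate testing.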
HIF-2a inh: HIF-2a reporter inhibitors, primary screen, luminescence, 786-0 RCC cells; 786-0 RCC cells HIF-2a reporter, luciferase luminescence, overnight; inhibition, % at 18.8 µM; AID 624352, 2012; 360,000 tested, 0.72% active;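 active = inhibition of the luminescence signal of 40% or more relative to plate controls, in a single-dose primary screen at 18.75 µM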
aDG glyco act: activators of alpha-DG glycosylation, primary screen, uHTS, Pro5-aDG cells, AlphaScreen. alpha-DG glycosylation AlphaScreen (IIH6); 0% Pro5, 100% B10-LARGE cell signal. 360,000 tested, 0.22% active. activation, % at 10 µM;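 active = activation of at least 8% versus controls, or a plate z-score of at least 8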;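 note: Pro5 are CHO cells carrying HIG-tagged alpha-DG that lacks glycosylation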
NR2E3 ag-2: NR2E3 agonists in two-hybrid cells, primary screen, cell-based, luminescence, CHO-S, Gal4-NCOR/VP16-NR2E3. AID 602229, 2012. Photoreceptor-specific nuclear receptor (Homo sapiens), Q9Y5X4. luciferase. inhibition of corepressor binding, % at 3.98 µM. 360,000 tested, 0.35% active;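 active = inhibition above the mean of all tested compounds plus 3 SD, cut at about 70% in these data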;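 note: 0% = DMSO with NR2E3 transfected cells and 100% = cells lacking NR2E3 construct; higher means lower luciferase signal from less NR2E3 corepressor binding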
KKLEB cytotox: cytotoxicity in KKLEB CF airway cells, primary screen, cytotoxicity control for CF NF-kB inhibitor project, cell-based, uHTS, fluorescence assay plates | KKLEB CF airway cells viability, ATPlite luminescence, overnight; stronger effect = lower value; cells stimulated with P. aeruginosa culture filtrate | activity change (cytotoxicity), % at 5 µM | 360,000 tested, 0.36% active | AID 602141, 2011;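 active = corrected activity change at or below -50% at 5 µM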
The depositor's hits bear a star.

How did COc1ccc(C(=O)N=C2SC3CS(=O)(=O)CC3N2c2ccc(N(C)C)cc2)cc1OC (stereo not drawn) do in these assays?
Peg3 promoter: -16; hiPSC survival: 0.0; TWEAK Fn14 block: -40; CF NFkB block: -10; MITF TRPM1 inh: -36; Shn3 inh set2: -11; NR2E3 ag-1: 1; HIF-2a inh: -6; aDG glyco act: 0.2; NR2E3 ag-2: 2; KKLEB cytotox: -2

What do the screens show for `Cc1ccccc1Oc1nc2ccccn2c(=O)c1/C=C(\C#N)C(=O)Nc1c(C)n(C)n(-c2ccccc2)c1=O`?
Peg3 promoter: 0; hiPSC survival: -0.8; TWEAK Fn14 block: -1; CF NFkB block: 39; MITF TRPM1 inh: 10; Shn3 inh set2: 16; NR2E3 ag-1: 3; HIF-2a inh: 7; aDG glyco act: -0.1; NR2E3 ag-2: -4; KKLEB cytotox: -8

What do the screens show for `O=C(NCc1cc([N+](=O)[O-])ccc1O)c1cccnc1Sc1ccc(Cl)cc1`?
Peg3 promoter: 19; hiPSC survival: 0.1; TWEAK Fn14 block: -13; CF NFkB block: 3; MITF TRPM1 inh: 14; Shn3 inh set2: 12; NR2E3 ag-1: -5; HIF-2a inh: 8; aDG glyco act: 0.0; NR2E3 ag-2: 8; KKLEB cytotox: 2

How did COC(=O)CCSc1nc(N2CCOCC2)c2c(c1C#N)CC(C)(C)OC2 do in these assays?
Peg3 promoter: 4; hiPSC survival: 0.4; TWEAK Fn14 block: -39; CF NFkB block: 22; MITF TRPM1 inh: 0; Shn3 inh set2: 14; NR2E3 ag-1: 1; HIF-2a inh: 13; aDG glyco act: 0.0; NR2E3 ag-2: 13; KKLEB cytotox: -15

Results for CCc1nc2c(OCCOc3ccccc3)cccn2c1N(C)C(=O)C1CC1 ?
Peg3 promoter: 9; hiPSC survival: 8.1; TWEAK Fn14 block: 19; CF NFkB block: -11; Shn3 inh set2: 7; HIF-2a inh: 18; aDG glyco act: 0.1; NR2E3 ag-2: 0; KKLEB cytotox: 6

Results for O=C(CSc1nnc(SCc2ccc(Cl)cc2)s1)N1CCOCC1 ?
Peg3 promoter: -39; hiPSC survival: -0.9; TWEAK Fn14 block: 4; CF NFkB block: 7; MITF TRPM1 inh: -32; Shn3 inh set2: -17; NR2E3 ag-1: -4; HIF-2a inh: -65; aDG glyco act: 0.0; NR2E3 ag-2: -68; KKLEB cytotox: 2

Results for O=C(N/N=C/c1cc2c(cc1Cl)OCO2)c1ccncc1 ?
Peg3 promoter: 13; hiPSC survival: 1.1; TWEAK Fn14 block: -16; CF NFkB block: -2; MITF TRPM1 inh: -2; Shn3 inh set2: -1; NR2E3 ag-1: -3; HIF-2a inh: -8; aDG glyco act: -0.1; NR2E3 ag-2: 6; KKLEB cytotox: 10

Results for Oc1ccccc1-c1nnc(-c2ccc(C(F)(F)F)cc2)o1 ?
Peg3 promoter: -232; hiPSC survival: -0.5; TWEAK Fn14 block: -12; CF NFkB block: -12; MITF TRPM1 inh: -52; Shn3 inh set2: -76; NR2E3 ag-1: -3; HIF-2a inh: -80; aDG glyco act: 0.1; NR2E3 ag-2: -37; KKLEB cytotox: 6

What do the screens show for `CC1(OC(=O)C2CCCC2)C(=O)C=C2C=C(c3ccsc3)N(C(CO)CO)C=C2C1=O` (stereo not drawn)?
Peg3 promoter: 7; hiPSC survival: 5.2; TWEAK Fn14 block: 4; CF NFkB block: 10; MITF TRPM1 inh: 14; Shn3 inh set2: 1; NR2E3 ag-1: -3; HIF-2a inh: 11; aDG glyco act: 0.3; NR2E3 ag-2: 18; KKLEB cytotox: -16

How did Cc1cc(N2CCOCC2)nc(-c2ccc([N+](=O)[O-])cc2)n1 do in these assays?
Peg3 promoter: -11; hiPSC survival: 1.7; TWEAK Fn14 block: -31; CF NFkB block: 1; MITF TRPM1 inh: -20; Shn3 inh set2: -15; NR2E3 ag-1: 2; HIF-2a inh: -6; aDG glyco act: -0.1; NR2E3 ag-2: -17; KKLEB cytotox: -4

3 structures already listed, ordered by heavy-atom count, ascending:
Results for O=C(CSc1nnc(SCc2ccc(Cl)cc2)s1)N1CCOCC1 ?
Peg3 promoter: -39; hiPSC survival: -0.9; TWEAK Fn14 block: 4; CF NFkB block: 7; MITF TRPM1 inh: -32; Shn3 inh set2: -17; NR2E3 ag-1: -4; HIF-2a inh: -65; aDG glyco act: 0.0; NR2E3 ag-2: -68; KKLEB cytotox: 2

How did COC(=O)CCSc1nc(N2CCOCC2)c2c(c1C#N)CC(C)(C)OC2 do in these assays?
Peg3 promoter: 4; hiPSC survival: 0.4; TWEAK Fn14 block: -39; CF NFkB block: 22; MITF TRPM1 inh: 0; Shn3 inh set2: 14; NR2E3 ag-1: 1; HIF-2a inh: 13; aDG glyco act: 0.0; NR2E3 ag-2: 13; KKLEB cytotox: -15

How did COc1ccc(C(=O)N=C2SC3CS(=O)(=O)CC3N2c2ccc(N(C)C)cc2)cc1OC (stereo not drawn) do in these assays?
Peg3 promoter: -16; hiPSC survival: 0.0; TWEAK Fn14 block: -40; CF NFkB block: -10; MITF TRPM1 inh: -36; Shn3 inh set2: -11; NR2E3 ag-1: 1; HIF-2a inh: -6; aDG glyco act: 0.2; NR2E3 ag-2: 2; KKLEB cytotox: -2

(list continues)
How did CC(=O)c1cccc(NC(=O)C2CCCN(S(=O)(=O)c3ccccc3)C2)c1 (stereo not drawn) do in these assays?
Peg3 promoter: 12; hiPSC survival: -0.7; TWEAK Fn14 block: 18; CF NFkB block: 2; MITF TRPM1 inh: 9; Shn3 inh set2: 3; NR2E3 ag-1: 0; HIF-2a inh: -13; aDG glyco act: 1.3; NR2E3 ag-2: -1; KKLEB cytotox: 1

How did O=C(Cn1nnc(-c2ccccc2)n1)N/N=C/c1ccco1 do in these assays?
Peg3 promoter: 2; hiPSC survival: 2.0; TWEAK Fn14 block: 42; CF NFkB block: -22; MITF TRPM1 inh: 2; Shn3 inh set2: 1; NR2E3 ag-1: -6; HIF-2a inh: 16; aDG glyco act: 0.0; NR2E3 ag-2: -1; KKLEB cytotox: 6

Results for COc1cccc(C2C3=C(CCCC3=O)Nc3nc(-c4cc(OC)c(OC)c(OC)c4)nn32)c1 (stereo not drawn) ?
Peg3 promoter: 1; hiPSC survival: -1.3; TWEAK Fn14 block: 8; CF NFkB block: -16; MITF TRPM1 inh: 11; Shn3 inh set2: 2; NR2E3 ag-1: 0; HIF-2a inh: 21; aDG glyco act: 0.4; NR2E3 ag-2: 35; KKLEB cytotox: -2

What do the screens show for `C=CCNc1cc(N2CCCC2)ccc1[N+](=O)[O-]`?
Peg3 promoter: 5; hiPSC survival: 1.5; TWEAK Fn14 block: -6; CF NFkB block: -12; MITF TRPM1 inh: 1; Shn3 inh set2: -3; NR2E3 ag-1: -2; HIF-2a inh: 12; aDG glyco act: 0.1; NR2E3 ag-2: -17; KKLEB cytotox: 3

How did CCOc1cc(/C=N/NC(=O)C(=O)Nc2cc(Cl)ccc2C)ccc1O do in these assays?
Peg3 promoter: 16; hiPSC survival: 8.6; TWEAK Fn14 block: -11; CF NFkB block: 8; MITF TRPM1 inh: 4; Shn3 inh set2: 0; NR2E3 ag-1: -2; HIF-2a inh: 7; aDG glyco act: 0.0; NR2E3 ag-2: 0; KKLEB cytotox: -11

What do the screens show for `Cc1cc(NC(=O)NN2CCOCC2)nn1-c1c(Cl)cc(Cl)cc1Cl`?
Peg3 promoter: 13; hiPSC survival: 0.0; TWEAK Fn14 block: -23; CF NFkB block: 6; MITF TRPM1 inh: 7; Shn3 inh set2: 15; NR2E3 ag-1: -1; HIF-2a inh: 21; aDG glyco act: -0.2; NR2E3 ag-2: 4; KKLEB cytotox: 0

How did CCOc1cc2[nH]c(=O)n(CCC(=O)NCCc3ccc(OC)c(OC)c3)c(=O)c2cc1OCC do in these assays?
Peg3 promoter: 1; hiPSC survival: -0.4; TWEAK Fn14 block: 8; CF NFkB block: 9; MITF TRPM1 inh: 11; Shn3 inh set2: 3; NR2E3 ag-1: -1; HIF-2a inh: -1; aDG glyco act: 0.0; NR2E3 ag-2: -28; KKLEB cytotox: -4

What do the screens show for `Cc1ccc(S(=O)(=O)c2nc(C(C)(C)C)oc2N2CCOCC2)cc1`?
Peg3 promoter: -1; hiPSC survival: -0.2; TWEAK Fn14 block: -3; CF NFkB block: -10; MITF TRPM1 inh: -3; Shn3 inh set2: -5; NR2E3 ag-1: -2; HIF-2a inh: -5; aDG glyco act: 0.0; NR2E3 ag-2: 12; KKLEB cytotox: 9

How did Cc1cc(CCNC=O)c(C)c2c1oc1ccccc12 do in these assays?
Peg3 promoter: -181; hiPSC survival: -1.4; TWEAK Fn14 block: -20; CF NFkB block: 24; MITF TRPM1 inh: -41; Shn3 inh set2: -2; HIF-2a inh: -215; aDG glyco act: 0.2; NR2E3 ag-2: -125; KKLEB cytotox: 0

How did CCOC(=O)N/N=C/c1c(F)cccc1F do in these assays?
Peg3 promoter: -55; hiPSC survival: 0.4; TWEAK Fn14 block: -4; CF NFkB block: -10; MITF TRPM1 inh: -39; Shn3 inh set2: -43; NR2E3 ag-1: 3; HIF-2a inh: -80; aDG glyco act: -0.1; NR2E3 ag-2: -24; KKLEB cytotox: 5

Results for CC(C)CNC(=O)COC(=O)c1cc(S(=O)(=O)N(C)C)ccc1N1CCCC1 ?
Peg3 promoter: 5; hiPSC survival: 5.7; TWEAK Fn14 block: -26; CF NFkB block: 20; MITF TRPM1 inh: -1; Shn3 inh set2: 9; NR2E3 ag-1: 2; HIF-2a inh: 7; aDG glyco act: -0.4; NR2E3 ag-2: 1; KKLEB cytotox: -3

Results for CC(=O)c1cccc(CN2CCCCC2C(=O)Nc2ccc(Oc3ccccc3)nc2)c1 (stereo not drawn) ?
Peg3 promoter: -28; hiPSC survival: 0.4; TWEAK Fn14 block: -25; CF NFkB block: -3; MITF TRPM1 inh: -9; Shn3 inh set2: 7; NR2E3 ag-1: 1; HIF-2a inh: -17; aDG glyco act: -0.2; NR2E3 ag-2: -5; KKLEB cytotox: -4
